rTrxR1 inhibitor – qHTS Assay for Inhibitors of Mammalian Selenoprotein Thioredoxin Reductase 1 (TrxR1): qHTS | Potency, µM (titrated, usually from 114 µM), without a hit: top-dose activity change, negative = inhibition, actives largely listed as inhibitors | 390,000 compounds, 1% hits | Thioredoxin reductase 1, cytoplasmic (Rattus norvegicus), O89049 | AID 588453, 2011 | recombinant rTrxR1, NADPH fluorescence consumption, selenite substrate; further: potency means the concentration at half of the fitted maximal effect; on the % scale 0 is the no-effect control and ±100 the full control effect; nearly all actives have a fitted effect of over 65% in size
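Rat TrxR1 (90 nM in the dispensed reagent) was pre-reduced with 400 uM NADPH for 5 min at room temperature, then incubated with compound for 15 min. After 400 uM selenite was added, NADPH fluorescence (Ex 340/Em 450 nm) was followed for 8 min.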
GLS inhibitor – qHTS for Inhibitors of Glutaminase (GLS) | Glutaminase kidney isoform, mitochondrial (Homo sapiens), O94925 | GLS enzymatic activity, qHTS titration | Potency, µM (top dose mostly 45.5 µM), inactives show top-dose activity change, negative = inhibition, usual class: inhibitors | 410,000 compounds, 0.21% hits | AID 624170, 2012; further: potency means the concentration at half of the fitted maximal effect; on the % scale 0 is the no-effect control and ±100 the full control effect
Target sequence (O94925 whole entry, looked up, canonical isoform): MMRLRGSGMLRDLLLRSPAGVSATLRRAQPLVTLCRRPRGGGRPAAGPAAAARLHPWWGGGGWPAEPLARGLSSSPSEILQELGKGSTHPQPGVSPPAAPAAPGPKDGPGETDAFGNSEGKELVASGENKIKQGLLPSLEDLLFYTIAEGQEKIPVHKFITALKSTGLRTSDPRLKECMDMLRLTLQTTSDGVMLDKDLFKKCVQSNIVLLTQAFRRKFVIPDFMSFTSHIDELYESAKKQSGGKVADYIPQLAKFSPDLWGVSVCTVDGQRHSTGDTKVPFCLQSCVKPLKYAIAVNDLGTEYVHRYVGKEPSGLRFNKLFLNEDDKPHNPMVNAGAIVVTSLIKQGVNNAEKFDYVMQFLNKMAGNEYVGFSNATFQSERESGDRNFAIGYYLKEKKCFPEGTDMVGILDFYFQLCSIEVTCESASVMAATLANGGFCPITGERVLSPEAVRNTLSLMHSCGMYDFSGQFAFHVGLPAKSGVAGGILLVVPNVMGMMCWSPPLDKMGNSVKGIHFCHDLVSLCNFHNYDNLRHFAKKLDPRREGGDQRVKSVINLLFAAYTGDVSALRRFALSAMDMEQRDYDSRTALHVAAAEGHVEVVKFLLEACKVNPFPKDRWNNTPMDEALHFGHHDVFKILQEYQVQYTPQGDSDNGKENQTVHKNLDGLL
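Coupled fluorescence readout: glutamate oxidase/HRP/Amplex Red detect glutamate formed by hKGA from L-glutamine (1 mM solution added). Buffer 45 mM KH2PO4 pH 8.2, 0.02% Tween-20; reads at t0 and 30 min RT.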
PI4K2A inh – qHTS for small molecular inhibitors of PI4K2A; purified PI4K2A, ADP-Glo luminescence, 1 h; active compounds read low; 420,000 compounds, 0.13% hits; activity change, negative = inhibition, % at 76.9 µM; Phosphatidylinositol 4-kinase type 2-alpha (Homo sapiens), Q9BTU6; in the data active means activity change below about -50%; inconclusive means mostly about -30% to -49%;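 further: -100% = wells without enzyme as full effect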
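Compounds are screened against recombinant PI4K2A using PI as substrate and ATP, the latter dispensed at 300 microM. Reactions run one hour at ambient temperature before ADP-Glo detection; full inhibition defined by wells lacking enzyme.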
IDH1 R132H inh – qHTS for Inhibitors of mutant isocitrate dehydrogenase 1 (IDH1): qHTS. Isocitrate dehydrogenase [NADP] cytoplasmic (Homo sapiens), O75874. IDH1-R132H enzyme, NADPH consumption, diaphorase/resazurin fluorescence. Potency, µM (titrated, usually from 76.6 µM), inactives show top-dose activity change, negative = inhibition, hits mostly inhibitors. 390,000 compounds, 0.093% hits; further: potency means the concentration at half of the fitted maximal effect; on the % scale 0 is the no-effect control and ±100 the full control effect; nearly all actives have a fitted effect of over 65% in size
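IDH1-R132H (0.5 ug/mL dispensed) in pH 7.5 Tris buffer was preincubated 30 min with compound, then given a substrate mix of 0.016 mM NADPH and 2 mM alpha-KG for 80 min at room temperature; remaining NADPH was read by diaphorase/resazurin fluorescence.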
Pin1 inhibitor – qHTS Assay to Find Inhibitors of Pin1; Peptidyl-prolyl cis-trans isomerase NIMA-interacting 1 (Homo sapiens), Q13526; Pin1 FP peptide displacement, HiFluor488, 10 min; Potency, µM (top dose mostly 115 µM), for the others: at the top dose activity, negative = inhibition, usual class: inhibitors; 390,000 compounds, 0.009% hits; AID 504891, 2011; active means well fitted inhibition curve with a large enough effect in the polarisation, with a control signal flat, not every such curve was filed as active; inconclusive means small, poorly fitted or top-dose-only effect, or effect the other way, or a change in a side signal; inactive means no such curve, though single readings can be large or run the other way; the % refers to the polarisation; further: potency means the concentration at half of the fitted maximal effect; on the % scale 0 is the no-effect control and ±100 the full control effect
Target sequence (Q13526 whole entry, looked up): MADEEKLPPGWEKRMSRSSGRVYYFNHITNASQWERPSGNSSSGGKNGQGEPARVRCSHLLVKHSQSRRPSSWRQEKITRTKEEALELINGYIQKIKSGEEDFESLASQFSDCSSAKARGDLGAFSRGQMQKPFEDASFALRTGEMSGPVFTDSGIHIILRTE
HP1b chromo inh – HTS for Inhibitors of HP1-beta Chromodomain Interactions with Methylated Histone Tails; Chromobox protein homolog 1 (Homo sapiens), P83916; AlphaScreen HP1-beta / biotin-H3K9me3 peptide binding; Potency, µM (series often up to 114 µM), inactives show top-dose activity change, negative = inhibition, most hits filed as inhibitors; 390,000 compounds, 0.56% hits; AID 540317, 2011; further: potency means the concentration at half of the fitted maximal effect; nearly all actives have a fitted effect of over 70% in size; inactives centre near 23
Target sequence (P83916 whole entry, looked up): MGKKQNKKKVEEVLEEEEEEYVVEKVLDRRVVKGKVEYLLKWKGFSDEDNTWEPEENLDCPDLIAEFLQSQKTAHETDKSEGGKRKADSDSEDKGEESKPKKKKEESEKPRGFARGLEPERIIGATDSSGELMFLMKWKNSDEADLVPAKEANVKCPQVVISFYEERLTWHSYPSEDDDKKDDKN
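Compound inhibition of the preformed complex between 50 nM HP1-beta and 50 nM biotinylated H3K9me3 peptide was read by AlphaScreen. Buffer was PBS pH 7.4 with 0.01% Tween-20. Incubations ran 30 min at room temperature, with 10 ug/mL donor/acceptor beads.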
PGK inhibitor – qHTS Assay to Find Inhibitors of Phosphoglycerate Kinase | Potency, µM (doses to about 57.5 µM), without a hit: at the highest dose activity change, negative = inhibition, usual class: inhibitors | PGK/GAPDH coupled, Kinase-Glo luminescence, 60 min | Phosphoglycerate kinase, glycosomal (Trypanosoma brucei brucei), P07378 | 380,000 compounds, 0.043% hits; further: potency means the concentration at half of the fitted maximal effect; on the % scale 0 is the no-effect control and ±100 the full control effect; nearly all actives have a fitted effect of over 60% in size
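Recombinant glycosomal PGK reaction used 1,3-bisphosphoglycerate generated in-well by GAPDH (100nM final) in 100mM TEA pH 7.6, 5mM MgCl2, 0.01% Tween-20. After 60 minutes at room temperature, ATP was read by Kinase-Glo Plus luminescence end-point.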
USP1 inh – Inhibitors of USP1/UAF1: Primary Screen; recombinant USP1/UAF1, Ub-Rhodamine cleavage fluorescence; 390,000 compounds, 0.23% hits; Potency, µM (titrated, usually from 57.1 µM), for inactives: at the highest dose activity change, negative = inhibition, actives largely listed as inhibitors; AID 743255, 2014; further: potency means the concentration at half of the fitted maximal effect; on the % scale 0 is the no-effect control and ±100 the full control effect; nearly all actives have a fitted effect of over 60% in size; inactives centre near -12
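High-throughput fluorogenic screen: 1nM USP1/UAF1 complex, Ub-Rho substrate 150nM final, 50mM HEPES pH 7.8 with 0.5mM EDTA, 0.1 mg/ml BSA, 1mM TCEP and 0.01% Tween-20.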
TrxR1 substrate – qHTS Assay for Substrates of Mammalian Selenoprotein Thioredoxin Reductase 1 (TrxR1): qHTS; 390,000 compounds, 0.01% hits; Thioredoxin reductase 1, cytoplasmic (Rattus norvegicus), O89049; AID 588456, 2011; Potency, µM (titrated, usually from 114 µM), inactives show at the highest dose activity change, negative = substrate turnover; purified TrxR1 substrate turnover, NADPH consumption readout; further: potency means the concentration at half of the fitted maximal effect; on the % scale 0 is the no-effect control and ±100 the full control effect; nearly all actives have a fitted effect of over 50% in size
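Rat TrxR1, dispensed at 90 nM, was prereduced with 400 uM NADPH (final) for 5 min at ~22 deg C, then incubated with compound 15 min before 400 uM selenite. A first-read NADPH fluorescence drop versus no-compound background flagged substrates.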
Numbers without * were called inactive; i = inactive; u = inconclusive; x = not tested or not shown; & = joins results of further samples; [ ] = remark or other dose. Unless noted, the call rests on the fitted dose curve; in most records, active means well fitted curve in the direction sought with a large enough effect; inconclusive means small, poorly fitted or top-dose-only effect, or another doubt; inactive means no such curve, though single readings can be large; an effect the other way counts as inactive or inconclusive. The list is partial; the hit share may differ from the screen's.

SMILES	rTrxR1 inhibitor	GLS inhibitor	PI4K2A inh	IDH1 R132H inh	Pin1 inhibitor	HP1b chromo inh	PGK inhibitor	USP1 inh	TrxR1 substrate
CCOc1ccccc1N1CCN(CC(O)COc2ccc3c(C)cc(=O)oc3c2)CC1 (centres undefined)	5%	34%[activator]	0	-2%	0%	21%	x	-11%	13%
COc1ccc(NC(=O)c2nc(-n3nc(C)cc3C)ccc2Cl)cc1Cl	-7%	-3%	2	3%	6%	36%	-1%	-17%	-1%
Cc1cc(C)n2nc(CCc3ccccc3)nc2n1	1%	-27%	-2	-3%	-13%	5%	i	-2%	-8%
COc1ccc(NC(=O)CSc2n[nH]c(N)n2)c([N+](=O)[O-])c1	13%	13%	1	6%	-3%	13%	-5%	0%	1%
CCN1C(=O)C(O)(c2c(C)[nH]c3ccccc23)c2ccccc21 (centres undefined)	13%	18%	-2	5%	-5%	17%	-3%	-27%	1%
COC(=O)Cn1c(N)[n+](Cc2ccccc2)c2ccccc21	10%[57.1 µM]	6%	-6	-8%	-3%	42%[activator]	0%	25%	6%[57.1 µM]
C=C1CCC[C@]2(C)C[C@H]3OC(=O)C(CNC(C)CC)[C@H]3CC12 (some centres undefined)	9%	3%	4	1%	-2%	24%	5%	-5%	-3%
CCN(c1ccccc1C)S(=O)(=O)c1nnc(NC(=O)c2ccco2)s1	u	8%&2%	-7&0	-12%&-7%	-1%&-1%	37%&-11%	-6%&-1%	-21%&-18%	-4%&4%
CC1CCN(C(=O)CNC(=O)CNS(=O)(=O)c2ccccc2)CC1	29%	-2%	1	-6%	-2%	28%	-5%	-21%	4%
CNc1nn(-c2cccc(Cl)c2)nc1N	22%[57.1 µM]	-8%	2	-3%	24%	-3%	i	-9%	1%[57.1 µM]
COc1ccc(NC(=S)NCCc2ccc(S(N)(=O)=O)cc2)c(OC)c1	19%[57.1 µM]	-6%	-2	7%	-7%	26%	-9%	-10%	-15%[57.1 µM]
COCCN1CCn2c(nc3cc(NC(=O)Cn4nc(C)c5ccccc5c4=O)ccc32)C1	1%[57.1 µM]	7%	-1	1%	u	24%	-3%	-17%	16%[57.1 µM]
COc1ccc(C(=O)OCC(=O)NC2CCCC2)c(OC)c1	6%	2%	0	3%	1%	23%	1%	-3%	-5%
CCNc1nc2[nH]c(=O)c3c(c2s1)OC(N)=C(C#N)C3c1ccc(C)cc1 (centres undefined)	4%[57.1 µM]	7%	-5	7%	u	38%	8%	u	7%[57.1 µM]
Cc1cccc(-n2c(CNC(=O)Cc3ccccc3)n[nH]c2=S)c1	-26%[57.1 µM]	83%[activator]	-9	-3%	4%	36%[activator]	-7%	-1%	5%[57.1 µM]
Nc1nc(COc2ccccc2)cs1	21%[57.1 µM]	10%	4	10%	-10%	12%	-8%	-6%	6%[57.1 µM]
COC(=O)c1cc(S(=O)(=O)N2CCCC2)c(Cl)cc1Cl	-2%	6%	3	-9%	0%	38%	4%	-4%	-4%
CC(C)(C)c1ccc(C(=O)N2CCN(Cc3cc(=O)n4nc(-c5ccccc5F)sc4n3)CC2)cc1	20%[57.1 µM]	3%	9	13%	1%	28%[57 µM]	-2%	-23%	6%[57.1 µM]
CN1CCN(C(=O)C2CCCN(S(=O)(=O)c3ccc(Br)cc3)C2)CC1 (centres undefined)	16%	1%	-2	2%	-14%	10%	1%	-3%	7%
COC(=O)c1c(C)sc(-c2c(-c3ccc4c(c3)OCCO4)[nH]c3c2c(=O)n(C)c(=O)n3C)c1O	34%	-1%	6	x	24%	3%	x	-13%	3%
O=C(c1ccccc1)c1ccc(OCCCCN2CCCCC2)cc1	8%[57.1 µM]	-4%	0	7%	0%	u	i	-17%	13%[57.1 µM]
O=C(C/C(=N/O)c1ccccc1O)C(F)F	12%	16%	3	7%	0%	12%	i	-12%	4%
CCOC(=O)c1c(C)sc(-c2c(-c3cc(C)ccc3C)[nH]c3c2c(=O)[nH]c(=O)n3C)c1O	-11%	15%	-17	x	101%[activator]	10%	x	25µM*	-3%
COc1cccc(CNc2ccc([N+](=O)[O-])cc2Cl)c1O	12%	-2%	1	11%	-1%	-12%	-1%	-30%	2%[57.1 µM]
Cc1cc(C=C(C#N)C#N)c(C)n1-c1ccccc1	2%	-3%	5	0%	-1%	11%	8%	-12%	0%
CCN(CC)c1ccc(CNCCCSc2nnnn2C)cc1	7%	24%	-1	-7%	6%	21%	i	4%	-4%
O=C1CCC(C(=O)N2CCN(c3cnccn3)CC2)CN1CCc1cccc(F)c1 (centres undefined)	9%	-16%	4	6%	-11%	45%[activator]	-9%	-23%	10%
CN(CC(=O)Nc1ccccc1Br)CC(=O)Nc1ccccc1-c1ccccc1	14%	-4%	6	-3%	-5%	34%	-4%	-14%	-3%
CC1OC(Nc2ccc(N=Nc3ccccc3)cc2)C(O)C(O)C1O (centres undefined)	4%	-4%	-1	1%	2%	-5%	-9%	-11%	-13%
S=C(Nc1ccc(Cl)cc1Cl)Nc1ccccc1Oc1ccccc1	-21%	-3%	2	8%	1%	24%	-3%	-19%	-5%
Cc1ccc(CC(=O)Nc2cccc(C(=O)Nc3c(C)n(C)n(-c4ccccc4)c3=O)c2)cc1C	x	-2%	3	-8%	x	x	0%	-14%	x
Clc1ccc(-c2[nH]ncc2N=Nc2ccccc2)cc1	50%[0.0914 µM]	-7%	5	-3%	1%	-9%	-5%	-21%	1%
C=CCn1c(=O)/c(=C/c2ccc(Cl)cc2)s/c1=C(/C#N)c1nnc2n1CCCCC2	3%	21%	0	u	-1%	2%	-10%	-15%	-8%
CC(C)(C)N(Cc1ccccc1)C(=O)c1ccc(Cl)cc1[N+](=O)[O-]	10%[57.1 µM]	-1%	-3	1%	0%	-24%	-13%	3%	4%[57.1 µM]
COc1ccc(OC)c2c1sc(=NC(=O)C1CCCCC1)n2C	14%	0%	0	10%	2%	4%	7%	-8%	4%
CCOC(=O)c1c(NC(=O)COC(=O)c2ccccn2)sc(C)c1C	28%	-1%	-3	-4%	1%	28%	3%	-25%	4%
Cc1ccccc1N(CC(=O)N/N=C/c1cc(Br)c(C)o1)S(C)(=O)=O	-19%	19%	-3	6%	-6%	-9%	5%	-21%	-13%
COc1ccc(/C=C2\NC(=S)N(CC3CCCO3)C2=O)c(OC)c1C (centres undefined)	0%	11%	-2	3%	-1%	17%	4%[11.5 µM]	-7%	0%
O=C1CC(N2CCCN(C3CC(=O)N(c4ccc(F)cc4)C3=O)CC2)C(=O)N1c1ccc(F)cc1 (centres undefined)	5%[57.1 µM]	10%	9	1%	-4%	40%	-4%	0%	-8%
Cc1[nH]nc(N)c1-c1ccccc1	10%	19%	-1	5%	3%	12%	-3%	7%	-6%
COc1ccc(OCC(=O)NC(=S)Nc2ccccc2F)cc1	15%	13%	-1	1%	-1%	16%	-6%	-9%	-4%
O=[N+]([O-])c1ccc(/C=[N+](\[O-])[C@@H]2CCCC[C@@H]2/[N+]([O-])=C/c2ccc([N+](=O)[O-])o2)o1	u	104%[activator]	-7	2%	-5%	-10%	-1%	u	11%[57.1 µM]
COC(=O)C1=C(C)NC(C)=C(C(=O)OC)C1C(=O)OCC(=O)N1c2ccccc2CC1C (centres undefined)	5%&6%	2%&-1%	9&4	1%&9%	-4%&-2%	31%&49%	9%&-5%	u	4%&10%
Cc1cc(C)c2c(n1)SCC(=O)N2CC(=O)Nc1ccc(Br)c(C)c1	17%	-4%	-9	-2%	-7%	10%[57 µM]	-7%	-12%	-3%
COC(=O)C1CCN(Cc2c(C(=O)N3C[C@@H](C)O[C@@H](C)C3)nc3ccc(Cl)cn23)CC1	12%	6%	-3	-5%	-3%	30%	3%	-7%	1%
COc1ccccc1C(=O)NC(C)c1ccc(-n2ccnc2)cc1 (centres undefined)	3%	0%	4	-11%	1%	24%	i	-9%	-6%
CC1(C)CC2CC(C)(CN2C(=O)COC(=O)c2ccc(Cl)cc2N)C1 (centres undefined)	-6%	3%	13	3%	6%	12%	-10%	-3%	37%[activator]
CC1Oc2ccccc2C=C1/C=N/NC(=O)c1ccccc1O (centres undefined)	-10%[57.1 µM]	4%	-3	6%	4%	16%	4%	0%	3%[57.1 µM]
CC(=O)N/N=C\c1cccc(OC/C=C/c2ccccc2)c1	7%	7%	-2	-5%	7%	21%	2%	-2%	-2%

From PubChem BioAssay
